# Screening data (PubChem BioAssay)
# D1 allo mod – D1 dopamine receptor (human) allosteric modulation; HEK293 D1, CRE-luciferase, dopamine EC30 potentiation; actives deviate in either direction; B-score at 10 µM; 5.9% of 58,000 active;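 active = luminescence count or its row- and column-corrected plate score outside the 99.7% band of the plate's sample wells, on either side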
# Target sequence (P21728 whole entry, looked up): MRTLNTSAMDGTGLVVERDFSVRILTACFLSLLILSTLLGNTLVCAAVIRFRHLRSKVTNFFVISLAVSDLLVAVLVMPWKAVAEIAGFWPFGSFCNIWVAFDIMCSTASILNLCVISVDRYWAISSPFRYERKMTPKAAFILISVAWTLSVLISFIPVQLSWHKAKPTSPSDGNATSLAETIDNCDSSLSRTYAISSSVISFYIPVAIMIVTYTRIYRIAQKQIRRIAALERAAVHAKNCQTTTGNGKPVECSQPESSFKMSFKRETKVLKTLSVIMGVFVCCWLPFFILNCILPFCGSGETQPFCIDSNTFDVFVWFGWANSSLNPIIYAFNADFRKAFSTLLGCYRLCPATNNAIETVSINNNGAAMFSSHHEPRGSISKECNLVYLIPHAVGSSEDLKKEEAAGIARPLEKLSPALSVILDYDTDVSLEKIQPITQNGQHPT
# AP ELISA ortho – orthogonal test for alternative complement pathway inhibitors; Human serum alternative complement pathway, LPS-coated ELISA, C3 deposition; tested in compound mixtures; inhibition, % at 5 µM; 0.08% of 62,000 active;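 active = inhibition above 30% in each of the two pooled mixtures holding the compound, so the lower value exceeds 30%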;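 note: 0% = serum in Mg-EGTA without compound and 100% = EDTA serum blank; some compounds past the cut are filed as inactive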
#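 Assay system: Human serum alternative complement pathway, C3 deposition on LPS-coated wells | Incubation: 1 h serum-compound exposure at 37 °C | Doses: 5 µM per compound in ten-compound mixtures | Read-out: Percent inhibition | Technique: ELISA with HRP anti-human C3 antibody, TMB substrate, absorbance 450 nm | Replication: Two pool placements per compound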
# DUSP1 inh – blocks human MKP-1 phosphatase activity; inhibition, %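 (compounds tested at a single concentration somewhere between 10 and 100 µM)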; 0.15% of 65,000 active; recombinant MKP-1, OMFP hydrolysis fluorescence; P28562;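 active = inhibition above about 50%, limit read from the data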;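 note: 0% = DMSO max control wells and 100% = wells with enzyme stopped by NaOH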
# tolC growth inh – growth inhibitors of E. coli BW25113 tolC mutant; OD615; growth inhibition, % at 10 µM (by protocol); 2.2% of 65,000 active; AID 573;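 active = growth inhibition at or above a cutoff equal to the mean over every tested compound plus 3 SD, cut at about 60% in these data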;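 note: growth measured after 20 h incubation at 37 °C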
#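 Doses: one dose of 10 µM final / Material: E. coli BW25113 ΔtolC::kan, tolC deletion mutant strain / Buffer or medium: LB with kanamycin 50 µg/mL / Evaluation: percent growth inhibition / Detection: optical density read at 615 nm / Incubation: 37 °C, 20 h exposure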
# CatB mix inh – inhibitors of human cathepsin B in compound mixtures; P07858; Purified cathepsin B, AMC dipeptide fluorescence; inhibition, %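 (ten-compound pools at 5 µM per compound and 50 µM total)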; 0.06% of 62,000 active; in the data active = inhibition above about 22%, passing the limit was not always enough;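 note: 0% = enzyme without compound and 100% = no enzyme blank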
# E coli RNAP – inhibitors of Escherichia coli RNA polymerase. P0A8V2. 0.2% of 62,000 active. inhibition, %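 (tested at 10 µM)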. AID 559. E. coli RNA polymerase, fluorescence transcription assay; in the data active = inhibition above about 20%;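 note: 0% = enzyme without compound and 100% = no enzyme blank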
# CatB block – human cathepsin B inhibition; P07858; purified cathepsin B, fluorogenic substrate, fluorescence; inhibition, %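 (tested at 10 µM)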; 0.1% of 63,000 active; AID 453; in the data active = inhibition above about 21%;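 note: 0% = enzyme with no compound and 100% = no enzyme blank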
# Hsp90 block – displaces geldanamycin probe from tumor Hsp90; P07900; NCI-N417 lysate Hsp90, Cy3B-geldanamycin FP displacement; inhibition, % at 30 µM; 0.35% of 64,000 active; AID 429;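 active = inhibition above 50%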;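 note: 0% = tracer plus lysate wells and 100% = tracer alone without lysate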
# Cdc25B block – human M-phase inducer phosphatase 2 inhibition. P30305. recombinant Cdc25B, OMFP fluorescence Ex485/Em525. inhibition, %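 (compounds tested at 10 µM final in the well)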. 0.1% of 65,000 active. AID 368; in the data active = inhibition above about 50%
# Target sequence (P30305 whole entry, looked up): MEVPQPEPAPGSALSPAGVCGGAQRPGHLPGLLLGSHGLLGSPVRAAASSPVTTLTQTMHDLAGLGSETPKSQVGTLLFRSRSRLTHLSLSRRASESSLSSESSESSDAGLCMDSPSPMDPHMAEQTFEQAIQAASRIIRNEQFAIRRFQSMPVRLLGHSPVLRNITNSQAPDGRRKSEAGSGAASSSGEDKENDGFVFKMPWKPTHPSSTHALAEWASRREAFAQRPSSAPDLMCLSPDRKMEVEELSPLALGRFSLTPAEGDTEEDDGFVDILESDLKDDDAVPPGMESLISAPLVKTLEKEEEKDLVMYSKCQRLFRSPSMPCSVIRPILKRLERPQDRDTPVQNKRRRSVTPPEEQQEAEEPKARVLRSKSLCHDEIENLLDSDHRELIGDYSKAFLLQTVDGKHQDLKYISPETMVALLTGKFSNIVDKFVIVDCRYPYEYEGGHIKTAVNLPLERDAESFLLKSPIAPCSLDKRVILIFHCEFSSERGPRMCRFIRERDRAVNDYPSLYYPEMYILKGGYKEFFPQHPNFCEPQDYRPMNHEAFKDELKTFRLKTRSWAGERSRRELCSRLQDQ
# * = called active by the depositor; / = no result given.
SMILES,D1 allo mod,AP ELISA ortho,DUSP1 inh,tolC growth inh,CatB mix inh,E coli RNAP,CatB block,Hsp90 block,Cdc25B block
O=c1[nH]c(SCc2ccc(Cl)cc2)nc2c1CCC2,-0.018,9,2,7,3,4,3,0,2
CCSc1nnc(Cc2cc(=O)[nH]c(=O)[nH]2)n1-c1ccc(Cl)cc1,-0.034,9,3,-9,2,6,-2,-1,5
CCCCOc1ccccc1C1C(C(=O)OC)=CN(CC)C=C1C(=O)OC,-0.29,-2,5,12,-6,-8,-5,0,-19
COc1ccc(C(=O)CCC(=O)N2CCN(c3ccc(N4CCOCC4)nn3)CC2)cc1,-0.07,11,-3,-5,-1,-5,-1,-3,-7
Cc1sc2ncnc(NCCCn3ccnc3)c2c1C,2.1,10,-19,-16,3,10,1,-2,-40
O=C(Nc1nnc(CCc2ccccc2)s1)c1cccs1,0.44,8,-8,15,6,8,4,0,1
O=C(N1CCCCCC1)N1CCN(C(=O)N2CCCCC2)CC1,-0.32,-1,7,-6,2,7,4,1,-2
N#C/C(=C\c1ccc[nH]1)S(=O)(=O)c1ccccc1,0.56,13,12,19,-1,0,1,-2,-3
Cc1sc(NC(=O)CCCC(=O)O)c(C#N)c1C,-0.0053,14,0,-7,-4,-4,-4,-5,2
N#CC1=C(O)C(c2ccccc2)n2c1nc(=O)c1ccccc12 (stereo not drawn),0.73,-6,9,-12,0,-11,0,-8,29
O=C(NCc1cccs1)C1CCN(c2nccs2)CC1,/,0,5,-4,-1,4,0,-3,-9
Nn1cnnc1SCC(=O)Nc1ccc2c(c1)OCCO2,-0.8,9,-7,-7,-5,-6,-3,-5,4
CCOC(=O)c1sc(=S)n(CC)c1NC(=O)C1CC1,0.48,-5,-8,3,5,7,5,1,2
CCc1nnc(NC(=O)C2CC(=O)N(c3ccc(C)cc3)C2)s1 (stereo not drawn),-0.15,-16,13,4,0,3,1,-5,0
c1ccc2c(c1)CCN(c1ncnc3nc[nH]c13)C2,-1.2,18,0,-7,2,-2,1,-3,-11
O=C(Cc1ccc(Cl)cc1)NCCN1CCCC1,0.045,0,-6,-6,-1,/,3,-1,-9
O=C(CSc1nnc(Cc2cccs2)n1Cc1ccco1)Nc1ccc(Cl)cc1Cl,-0.24,-7,14,95*,1,9,5,-5,2
O=C(COC(=O)c1cccc(S(=O)(=O)N2CCc3ccccc32)c1)NC1CCS(=O)(=O)C1 (stereo not drawn),-0.94,-4,13,-10,2,6,3,-4,-20
CCOc1cc(C2C(C(=O)OC)=CN(C3CCCC3)C=C2C(=O)OC)cc(Br)c1O,0.69,-1,0,-7,-3,6,2,-2,-3
CCOC(=O)N1CCC(NC(=O)C2CCN(C(=O)N3CCOc4ccccc43)CC2)CC1,0.24,20,13,-9,2,0,-7,-1,-2
Cc1cc(NC(=O)c2noc3c2CCCC3)nn1Cc1ccc(Cl)cc1,-0.5,6,-2,81*,7,4,-2,-4,3
CCOC(=O)C1=C(C)OC(N)=C(C#N)C1c1cc2c(cc1Br)OCO2 (stereo not drawn),-0.38,8,17,13,4,9,6,1,2
Cc1c(C(=O)Nc2ccncc2)sc2nc(-c3ccccc3)cn12,-4.5*,10,16,2,4,3,-1,-2,-5
COc1ccc(-c2nn3c(-c4ccccn4)nnc3s2)cc1OC,/,/,-27,15,/,5,7,-9,6
O=C(OCC(=O)N1CCN(C(=O)c2ccco2)CC1)c1ccccc1C(=O)c1ccc(Cl)cc1,0.018,10,27,7,3,1,0,1,-5
SMILES,D1 allo mod,AP ELISA ortho,DUSP1 inh,tolC growth inh,CatB mix inh,E coli RNAP,CatB block,Hsp90 block,Cdc25B block
Cc1noc(C)c1COc1ccc(C(=O)OCC(=O)c2ccc3c(c2)OCCO3)cc1,-0.13,6,-3,-11,2,3,0,0,2
Clc1ccc2[nH]c3c(NCCN4CCOCC4)ncnc3c2c1,3.2,/,-27,12,/,3,2,5,15
O=C1CC(C(=O)NCc2ccccc2)C2(CCCC2)O1 (stereo not drawn),-0.96,2,4,-12,8,15,5,0,-23
CC(NC(=O)CSc1ncnc2nc[nH]c12)c1ccccc1 (stereo not drawn),1.6,22,6,-14,5,3,3,/,-14
CCOC(=O)Nc1ccc2c(c1)nc(CN1CCOCC1)n2C,-0.35,14,-12,-3,7,2,2,-3,0
Cc1ccc(CN2C(=O)CCC2C(=O)NCCCN2CCC(C)CC2)cc1 (stereo not drawn),-0.77,22,0,-18,6,9,1,0,-2
COc1ccc(N=C(N(C)C)P(=O)(N(C)C)N(C)C)cc1,-0.64,1,14,-10,2,6,2,/,-16
CCOC(=O)Cc1csc(NC(=O)c2ccoc2C)n1,0,23,19,-7,6,6,-4,-3,-10
CCOC(=O)CSc1nnc(CNC(=O)Cc2ccccc2)n1-c1ccccc1OC,0.74,3,-3,-12,-1,4,4,-3,-10
O=c1[nH]c2ccccc2n1CCCSc1cnc2ccccc2n1,2.3,/,-1,46,/,/,/,1,4
Cc1ccc(S(=O)(=O)NCC(=O)OCC(=O)N2CCc3ccccc32)cc1,-0.84,17,5,-19,4,6,3,-3,0
CC1(C)CC(=O)C2=C(C1)N(CCN1CCOCC1)C1=C(C(=O)CC(C)(C)C1)C2c1cccc(Cl)c1,-0.09,17,31,7,3,-4,2,-1,-7
COCC(=O)NCCc1nc(-c2ccccc2)cs1,-0.92,11,-4,-20,7,4,-3,-1,6
CCC1CCCCN1C(=O)Nc1ccc(F)cc1 (stereo not drawn),-0.0078,13,-8,-12,2,1,8,1,-1
N=c1sccn1CC(=O)Nc1ccccc1-c1ccccc1,0.04,5,-4,-5,7,6,1,/,-8
O=C(O)c1ccccc1-c1ccc(/C=c2\sc3nc4cc(Br)cnc4n3c2=O)o1,-0.13,7,/,12,4,8,-2,/,/
CCCc1nc(N)c(C#N)c(-c2ccco2)c1CC,6.7*,31,0,5,3,0,3,-1,-12
Cc1ccc(S(=O)(=O)Nc2nncs2)cc1,-0.26,15,-25,-15,3,5,2,-2,-11
COC(=O)c1cc(NC(=O)c2c(Cl)nc3sccn23)cc(C(=O)OC)c1,-0.14,20,3,-35,6,3,3,1,4
CC(C)(C)C(=O)/C=C(N)/C=C/c1ccccc1,0.043,25,12,19,-4,/,/,-4,-2
O=C(Nc1cc(N2CCOCC2)ncn1)Nc1cccc2ccccc12,0.11,9,2,1,7,7,-1,2,6
COc1ccccc1OCCn1c(CO)nc2ccccc21,0.27,13,23,-11,3,-1,-7,-1,-3
O=C(NCCCN1CCOCC1)c1cc(-c2ccc(Cl)cc2)on1,-0.65,17,24,-7,6,7,1,-3,-2
O=C1CSC(=Nc2cc(Cl)ccc2Cl)N1,0.035,-9,2,-3,5,-5,3,-1,-6
Cc1cc(C)c2c(n1)SCC(=O)N2CC(=O)NCCC1=CCCCC1,/,6,5,-14,3,8,1,-2,-2
SMILES,D1 allo mod,AP ELISA ortho,DUSP1 inh,tolC growth inh,CatB mix inh,E coli RNAP,CatB block,Hsp90 block,Cdc25B block
COC(=O)c1ccc(CSCC(=O)Nc2cc(OC)cc(OC)c2)o1,-0.067,0,-3,0,4,-5,1,-4,-2
Cc1ccc(C)c(NC(=O)c2ccccc2O)c1,-0.27,9,-40,80*,1,7,-1,-4,-10
CCOC(=O)c1c(NC(=O)c2ccc(Cl)s2)sc(C)c1C,/,16,4,-7,3,3,-1,-2,0
O=C(O)c1cc2c(ccc3ccccc32)[nH]1,-0.43,-5,6,1,0,-1,-2,-6,-10
COc1ccc(C2C(C(C)=O)=C(C)N=c3s/c(=C\c4cc(C)n(C)c4C)c(=O)n32)c(OC)c1 (stereo not drawn),0.16,10,19,13,4,/,/,-11,-6
CC(C)C(=O)N=c1sc2cc(F)cc(F)c2n1C,1.4,9,0,11,5,7,4,0,-13
Cc1ccc(-c2nc(CSCC(=O)NCCN3CCN(Cc4ccccc4)CC3)c(C)o2)cc1,-1.3,/,2,12,/,/,/,-6,-37
CCOC(=O)C1=C(C)NC(=O)NC1c1cccnc1 (stereo not drawn),-7.8*,5,11,-14,0,3,4,0,-23
O=C(CC(c1ccccc1O)N1CCCCC1)N1CCCCC1 (stereo not drawn),0.17,9,8,-11,3,1,2,/,-25
O=C(Oc1ccc2c(c1)OCO2)c1ccc(Br)c(S(=O)(=O)N2CCOCC2)c1,-0.1,27,6,12,-14,10,4,-1,-8
Cc1cc(NC(=O)c2cc(-c3ccccc3)on2)n(-c2ccccc2)n1,0.57,-20,1,-6,0,3,3,-3,-9
COC(=O)CSc1nc2cc3c(cc2cc1C#N)OCO3,-0.02,-4,-7,-16,4,5,-4,-3,4
CCOc1ccc2[nH]c(=O)c(CN(CCOC)C(=O)N3CCOCC3)cc2c1,0.6,3,-3,-10,4,3,2,0,-7
COC(=O)c1ccc(S(=O)(=O)NCc2cccc(OC)c2)n1C,-0.14,10,1,-19,-4,2,4,0,1

# 13 structures from above, ordered by length of the SMILES, highest first:
SMILES,D1 allo mod,AP ELISA ortho,DUSP1 inh,tolC growth inh,CatB mix inh,E coli RNAP,CatB block,Hsp90 block,Cdc25B block
CCOC(=O)N1CCC(NC(=O)C2CCN(C(=O)N3CCOc4ccccc43)CC2)CC1,0.24,20,13,-9,2,0,-7,-1,-2
COC(=O)c1cc(NC(=O)c2c(Cl)nc3sccn23)cc(C(=O)OC)c1,-0.14,20,3,-35,6,3,3,1,4
O=C(CSc1nnc(Cc2cccs2)n1Cc1ccco1)Nc1ccc(Cl)cc1Cl,-0.24,-7,14,95*,1,9,5,-5,2
CCOC(=O)C1=C(C)OC(N)=C(C#N)C1c1cc2c(cc1Br)OCO2 (stereo not drawn),-0.38,8,17,13,4,9,6,1,2
CCOC(=O)c1c(NC(=O)c2ccc(Cl)s2)sc(C)c1C,/,16,4,-7,3,3,-1,-2,0
CCOC(=O)c1sc(=S)n(CC)c1NC(=O)C1CC1,0.48,-5,-8,3,5,7,5,1,2
CC(C)(C)C(=O)/C=C(N)/C=C/c1ccccc1,0.043,25,12,19,-4,/,/,-4,-2
O=C(Nc1nnc(CCc2ccccc2)s1)c1cccs1,0.44,8,-8,15,6,8,4,0,1
Cc1sc(NC(=O)CCCC(=O)O)c(C#N)c1C,-0.0053,14,0,-7,-4,-4,-4,-5,2
O=C(O)c1cc2c(ccc3ccccc32)[nH]1,-0.43,-5,6,1,0,-1,-2,-6,-10
Cc1ccc(C)c(NC(=O)c2ccccc2O)c1,-0.27,9,-40,80*,1,7,-1,-4,-10
O=C(Cc1ccc(Cl)cc1)NCCN1CCCC1,0.045,0,-6,-6,-1,/,3,-1,-9
CCC1CCCCN1C(=O)Nc1ccc(F)cc1 (stereo not drawn),-0.0078,13,-8,-12,2,1,8,1,-1

# Looked up above:
# Result of `O=C(Oc1ccc2c(c1)OCO2)c1ccc(Br)c(S(=O)(=O)N2CCOCC2)c1` under tolC growth inh: 12
# Result of `CCOC(=O)c1c(NC(=O)c2ccc(Cl)s2)sc(C)c1C` under AP ELISA ortho: 16
